Assay outcomes deposited in PubChem by several laboratories.
Rtt109 Vps75: inhibitors of C. albicans Rtt109/Vps75 HAT, primary screen, biochemical, ThioGlo CoA-SH fluorescence, plate reader. Histone acetyltransferase RTT109 (Candida albicans (strain SC5314 / ATCC MYA-2876)), …. purified Rtt109/Vps75, 4 h. inhibition, % at 34.9 µM. 330,000 compounds, 0.16% hits. AID 540336, 2011;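 active = inhibition of at least 50% in every replicate; inconclusive = best replicate reaches 50% inhibition but some replicates fall short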
Target sequence (Q5AAJ8 whole entry, looked up): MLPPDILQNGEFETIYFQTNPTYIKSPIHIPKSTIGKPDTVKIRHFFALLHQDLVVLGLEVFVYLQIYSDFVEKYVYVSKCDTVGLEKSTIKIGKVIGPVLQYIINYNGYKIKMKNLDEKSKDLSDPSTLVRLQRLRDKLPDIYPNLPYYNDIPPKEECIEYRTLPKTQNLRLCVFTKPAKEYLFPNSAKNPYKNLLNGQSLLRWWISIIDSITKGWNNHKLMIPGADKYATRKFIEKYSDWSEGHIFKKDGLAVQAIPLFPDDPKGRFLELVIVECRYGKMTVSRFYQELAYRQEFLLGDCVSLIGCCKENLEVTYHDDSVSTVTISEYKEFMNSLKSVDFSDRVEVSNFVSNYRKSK
MITF TRPM1 HTS: activators of MITF-driven TRPM1 promoter reporter, primary screen, cell-based, SK-MEL-5, luciferase, single point; SK-MEL-5 TRPM1-promoter luciferase, 24 h; % of positive control, neutral wells = 0; activation, % at 12.5 µM; 300,000 compounds, 0.75% hits;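 active = mean activation of at least 80% with every replicate also reaching 80%; inconclusive = mean reaches 80% but some replicate falls short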;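 also: 0% = neutral control wells and 100% = parthenolide positive control wells; values of inactives mirror those of a sister screen read the other way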
CAL PDZ FP-1: CAL PDZ peptide-binding inhibitors, primary screen, biochemical, fluorescence polarization, Cer-tagged CAL PDZ, HTS; Golgi-associated PDZ and coiled-coil motif-containing protein (Homo sapiens), Q9HD26; AID 504414, 2011; 330,000 compounds, 0.02% hits; purified CAL PDZ, TMR-peptide fluorescence polarization, 1 h; inhibition, % at 20 µM;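 active = highest replicate inhibition of at least 40%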;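 also: plate controls were DMSO neutral control wells for no effect and unlabeled competitor peptide control wells for full effect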
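material = purified tagged CAL PDZ domain construct (CerCALP) | compound dosing = 20 µM, one dose | times = 1 h at RT | measured by = fluorescence polarization from S- and P-plane intensities, G-factor corrected | read-out = inhibition from polarization loss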
CAL PDZ FP-2: untagged CAL PDZ binding inhibitors, primary screen, biochemical, fluorescence polarization, HTS. Golgi-associated PDZ and coiled-coil motif-containing protein (Homo sapiens), Q9HD26. purified CAL PDZ, TMR-peptide fluorescence polarization, 1 h. inhibition, % at 24.9 µM. 300,000 compounds, 0.92% hits. AID 602252, 2012;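 active = mean inhibition of at least 30% with at least half of replicates also reaching 30%; inconclusive = no clear call, values can overlap the other calls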;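 also: 0% = DMSO neutral control and 100% = excess unlabeled competitor peptide PRC23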
Wnt act: Wnt/beta-catenin pathway activators, primary screen, cell-based, plate reader, single point | 300,000 compounds, 1.2% hits | activation, % at 9.35 µM | AID 743398, 2014 | Wnt/beta-catenin reporter cell assay, activator; in the data active = activation above about 30%, passing the limit was not always enough; inconclusive = no clear call, values can overlap the other calls;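 also: 0% = neutral control wells and 100% = positive control wells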
Tat transport: E. coli Tat export inhibitors, primary screen, MC4100, TorA-mCherry reporter, fluorescence, single point | 340,000 compounds, 0.036% hits | inhibition, % at 10 µM;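 active = mean replicate inhibition at least 50% and at least half of replicates individually reaching 50%; inconclusive = only one of the two criteria met; inactive = neither criterion met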;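 also: exported cargo escapes ClpAP degradation while cytoplasmic cargo is degraded and loses fluorescence; 0% = median of neutral control wells and 100% = median of NaSCN control wells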
dFosB activator: activators of delta FosB homodimer, primary screen, biochemical, fluorescence polarization, TAMRA-CDK5 oligo, single point | Protein FosB (Mus musculus), P13346 | purified delta FosB; percent of positive-control signal above neutral wells | activation, % at 25 µM | 340,000 compounds, 0.99% hits;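 active = mean activation above about 17%, with every replicate also reaching it, limit read from the data, passing the limit was not always enough; inconclusive = only one of the two conditions met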;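 also: fluorescence polarization rise as delta FosB binds a TAMRA Cdk5 AP-1 oligo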
Target sequence (P13346 whole entry, looked up): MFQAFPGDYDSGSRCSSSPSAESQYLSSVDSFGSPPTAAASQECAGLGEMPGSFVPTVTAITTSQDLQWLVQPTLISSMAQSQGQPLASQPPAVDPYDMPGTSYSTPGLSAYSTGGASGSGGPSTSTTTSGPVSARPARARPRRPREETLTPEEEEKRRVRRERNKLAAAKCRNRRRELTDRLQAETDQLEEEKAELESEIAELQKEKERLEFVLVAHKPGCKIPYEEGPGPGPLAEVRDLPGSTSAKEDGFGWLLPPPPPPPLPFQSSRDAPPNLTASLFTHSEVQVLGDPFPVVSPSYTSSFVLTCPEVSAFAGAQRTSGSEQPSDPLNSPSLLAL
CDK5 p35 inh: inhibitors of human CDK5/p35 kinase, primary screen, biochemical, single concentration | Cyclin-dependent kinase 5 (Homo sapiens) + Cyclin-dependent kinase 5 activator 1 (Homo … | Recombinant CDK5/p35, ADP-Glo luminescence, 60 min | inhibition, % at 10 µM | 330,000 compounds, 0.01% hits;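 active = highest replicate inhibition of at least 50% and at least 75% of replicates reaching 50%; inconclusive = only one of the two criteria met; inactive = both criteria failed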;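 also: plate controls were DMSO neutral control for no effect and GW8510 at 10 µM for full effect; many of its hits are not listed in these tables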
RTF Ca sens act: cardiac RTF calcium sensitivity activators, primary screen, biochemical, IANBD-TnC fluorescence, EC20 calcium; IANBD-labeled TnC RTF fluorescence at EC20 calcium; 0% EC20 calcium, 100% full calcium; activation, % at 7.2 µM; 340,000 compounds, 0.24% hits; AID 493008, 2010;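 active = activation above the mean over all tested compounds plus 3 SD, cut at about 30% in these data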;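 also: rise in fluorescence read as greater calcium sensitivity of cardiac thin filaments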
V-ATPase pHluor: regulators of yeast V-ATPase proton pumping, primary screen, pHLuorin cytosolic pH fluorescence | S. cerevisiae | response, % at 10 µM | 350,000 compounds, 0.37% hits | AID 504577, 2011; in the data active = response mostly above about 7.3%, no sharp cut-off; inactive = mostly below about 5.4%; also: actives read high; inactives centre near 0; some compounds called inactive have numbers as strong as hits; reference of the scale not given here
An asterisk follows results filed as active; ? = inconclusive; . = no result given.

SMILES | Rtt109 Vps75 | MITF TRPM1 HTS | CAL PDZ FP-1 | CAL PDZ FP-2 | Wnt act | Tat transport | dFosB activator | CDK5 p35 inh | RTF Ca sens act | V-ATPase pHluor
O=C(Cc1ccccc1)Nc1cccc(N2CCCC2)c1 | -3 | 2 | -2.1 | . | . | -9 | 12 | 2.9 | 0 | -1
Cc1c(NC(=O)c2cnn3c(C(F)(F)F)cc(-c4ccco4)nc23)c(=O)n(-c2ccccc2)n1C | -13 | 4 | -1.6 | -2 | . | -9 | 3 | -2.1 | 0 | -2
CCCC(=O)C1=C(O)C(C(=O)OC)C(C)(C)CC1=Nc1ccc(C)cc1 (stereo unspecified) | 5 | 0 | 0.8 | -2 | -1 | 0 | -4 | -0.9 | 1 | 8.3*
Cc1ccc(NC(=O)C(C)N2C(=O)c3ccccc3S2(=O)=O)cc1Cl (stereo unspecified) | 0 | 6 | -3.8 | -2 | -2 | 18 | -4 | -6.2 | 2 | -1
O=P1(O)C=C(c2ccccc2)OC(c2ccccc2)=C1 | -8 | 13 | -4.1 | -7 | . | -4 | 5 | -1.2 | 0 | 1
Cc1cccc2sc(NC(=O)CN3C(=O)C4CC=CCC4C3=O)nc12 (stereo unspecified) | -7 | -3 | 0.1 | 6 | 0 | -4 | 1 | 0.0 | -4 | -2
COc1cccc(OC)c1C(=O)NC(=O)Nc1c(C)cccc1C | 4 | -3 | 0.7 | 1 | -2 | -1 | -3 | -0.4 | -2 | 0
C/C(=N\NC(=O)c1cccc(S(=O)(=O)N2CCCC2)c1)c1ccncc1 | 2 | . | -3.4 | 2 | -2 | 0 | -10 | 3.4 | -1 | -2
COC(=O)c1ccc(NS(=O)(=O)N(C)C)cc1 | -1 | . | -2.9 | -2 | -7 | 4 | 2 | 0.3 | 3 | 2
CCOc1ccc(N2CC(C(=O)NCc3ccc(F)cc3)CC2=O)cc1 (stereo unspecified) | 4 | 1 | -1.6 | -3 | -1 | 2 | -5 | -1.2 | -1 | 0
CN1CCN(C(=O)C2CCCCC2C(=O)O)CC1 (stereo unspecified) | 0 | 8 | -0.3 | . | 0 | -1 | 2 | 0.3 | 4 | 1
Cc1cc(C)nc(N(C#N)C(C)C(=O)N(C)C)n1 (stereo unspecified) | 1 | 3 | 0.1 | -1 | -2 | 9 | 0 | 0.0 | 11 | -2
COCCN(C(=O)COC(=O)CCOc1cccc(C)c1)c1c(N)n(Cc2ccccc2)c(=O)[nH]c1=O | -4 | 1 | -1.9 | -7 | -3 | -2 | 1 | -2.0 | 4 | 9
CC1CN(C(=O)CSc2cn(CC(=O)N3CCOCC3)c3ccccc23)CC(C)O1 (stereo unspecified) | 4 | -10 | 0.2 | 3 | -1 | -9 | -3 | 0.7 | -1 | 2
CCOC(=O)C1CCN(C(=O)C2CCCN(S(=O)(=O)c3ccc(OC)c(Cl)c3)C2)CC1 (stereo unspecified) | 0 | 6 | -1.9 | -3 | -3 | -5 | -11 | -0.1 | 3 | 2
COc1ccc(CCNC(=O)Cn2c(=O)cnc3ccccc32)cc1 | -9 | -4 | . | -2 | . | -5 | 8 | 0.0 | -1 | 2
CC(C)N(Cc1ccccc1)C(=S)Nc1ccc(OC(F)F)cc1 | 5 | -9 | 0.2 | -1 | 0 | 7 | -4 | 0.1 | 0 | 0
Cc1nc(Cl)c(C(=O)NCc2ccccc2)c(C)c1Cl | 16 | 15 | 0.9 | -7 | -1 | ? | -4 | 2.0 | -1 | -1
Cn1c(=O)c2c(nc(SCC(=O)N3CCOCC3)n2C)n(C)c1=O | 0 | 9 | -1.5 | . | 0 | 6 | -13 | -0.3 | 1 | 0
COCCN1C(=O)CS/C1=C(/C#N)C(=O)NCc1ccco1 | 1 | -11 | -2.6 | -5 | 1 | -5 | -8 | -0.1 | 1 | -1
C=CCn1c(CCCOc2ccc(Cl)cc2Cl)n[nH]c1=S | . | 2 | -1.5 | -1 | . | 0 | 1 | 0.4 | -4 | -4
O=C(NCCCN1CCOCC1)c1cc(-c2ccc(Br)cc2)nc2ccccc12 | -9 | 5 | -2.5 | -2 | 0 | 5 | -27 | -1.8 | 0 | -3
COc1cccc(C(O)c2nc3ccccc3n2C)c1 (stereo unspecified) | 3 | -13 | 0.0 | -3 | 48* | 0 | -10 | 1.0 | -3 | -1
COCCn1c(=O)[nH]c2cc(C(=O)N3CCN(c4cc(C)ccc4C)CC3)ccc2c1=O | -7 | 14 | -3.4 | 10 | 0 | 7 | -11 | -2.9 | -4 | -3
O=C(Nc1ccc([N+](=O)[O-])cc1)c1cc(-c2ccccn2)nc2c(Cl)cccc12 | -11 | 3 | -0.3 | -1 | -2 | -5 | -6 | 0.6 | 3 | -3

Quoted from the listing.
CC(C)N(Cc1ccccc1)C(=S)Nc1ccc(OC(F)F)cc1 in RTF Ca sens act = 0
COc1cccc(OC)c1C(=O)NC(=O)Nc1c(C)cccc1C in CAL PDZ FP-1 = 0.7

5 entries from above, arranged by the number in MITF TRPM1 HTS, highest first.
Compound	MITF TRPM1 HTS
Cn1c(=O)c2c(nc(SCC(=O)N3CCOCC3)n2C)n(C)c1=O	9
CCOC(=O)C1CCN(C(=O)C2CCCN(S(=O)(=O)c3ccc(OC)c(Cl)c3)C2)CC1 (stereo unspecified)	6
O=C(NCCCN1CCOCC1)c1cc(-c2ccc(Br)cc2)nc2ccccc12	5
O=C(Nc1ccc([N+](=O)[O-])cc1)c1cc(-c2ccccn2)nc2c(Cl)cccc12	3
Cc1cccc2sc(NC(=O)CN3C(=O)C4CC=CCC4C3=O)nc12 (stereo unspecified)	-3

More records follow.
SMILES | Rtt109 Vps75 | MITF TRPM1 HTS | CAL PDZ FP-1 | CAL PDZ FP-2 | Wnt act | Tat transport | dFosB activator | CDK5 p35 inh | RTF Ca sens act | V-ATPase pHluor
CN1C(=O)CC(N2CCN(Cc3ccc(Cl)cc3)CC2)C1=O (stereo unspecified) | 4 | . | 0.3 | . | . | 6 | 2 | -2.0 | 2 | 3
O=C(O)C1C2CCC(O2)C1C(=O)Nc1cccc(Cl)c1 (stereo unspecified) | -8 | -10 | 0.4 | . | -3 | -3 | 0 | 1.1 | 7 | -5
CCOc1cc(C)c(Cl)cc1S(=O)(=O)N(CC)CC | -10 | -2 | -0.5 | 74* | -1 | 3 | -6 | 1.6 | -1 | -2
CN(C)CCCN(C(=O)c1ccc(C(=O)c2ccccc2)cc1)c1nc2c(F)cccc2s1 | ? | 11 | -6.5 | -5 | -2 | 14 | 15 | -0.2 | 0 | -3
CCN(CC)CCN1C(=O)C(=O)/C(=C(/O)c2ccc(S(=O)(=O)N3CCOCC3)cc2)C1c1ccc(C(C)(C)C)cc1 (stereo unspecified) | 13 | . | -1.3 | -1 | . | 1 | -7 | -6.5 | 0 | 0
C[C@@H]1C(=O)O[C@H](C)[C@H]1C[C@@H](O)[C@](C)(O)C1CC[C@@]2(O)C3=CC(=O)[C@@H]4C[C@@H](O)[C@@H](O)C[C@]4(C)C3CC[C@]12C (stereo partly specified) | 11 | 0 | -0.3 | 1 | -1 | 7 | -10 | 1.2 | -1 | 3
Cc1cccc(-c2c3c(=O)n(C)c(=O)n(C)c3cn2C(C)(C)C)c1 | -2 | -5 | 0.5 | . | . | -9 | 1 | -1.4 | 4 | 3
Cc1ccc(S(=O)(=O)NC2=NCN(CCc3ccccc3)CN2)cc1 | -5 | . | -4.5 | -1 | 11 | 2 | 3 | -1.5 | 1 | -1
Cn1c(N)c(C(=O)COC(=O)c2cc(C3CC3)nc3ccccc23)c(=O)n(C)c1=O | 7 | -4 | -1.4 | -4 | -7 | -21 | -14 | -0.2 | 0 | 1
CCOC(=O)CSc1n[nH]c(=O)n1CCc1ccccc1 | 7 | 3 | -1.1 | -1 | -2 | -4 | 1 | 1.0 | -1 | -2
O=C(c1ccccc1-c1nc(-c2ccccc2)no1)N1CCCC1 | -12 | 2 | -0.1 | 18 | 11 | 2 | -8 | -1.1 | -4 | -1
COc1cc(/C=C(\CC(=O)O)c2nc3ccccc3s2)ccc1OCC(=O)Nc1ccccc1F | 1 | . | -3.6 | 133* | -3 | -2 | -10 | 0.9 | 6 | 0
COc1ccc(OC)c(-n2c(-c3ccc(S(C)(=O)=O)cc3)cc(C=O)c2C)c1 | 1 | 8 | -0.6 | -7 | . | -4 | -7 | 1.5 | 6 | -58
COCCn1c(SCC(=O)c2ccc3c(c2)OCCO3)nnc1-c1ccoc1C | 4 | -13 | -2.0 | -3 | -3 | 0 | -2 | 0.5 | 5 | -1
CCCCN(CC)CCNC(=O)c1cc2cc3ccc(Cl)cc3nc2o1 | -2 | 38 | -1.4 | -4 | 1 | -2 | -25 | -0.8 | 2 | 0
COc1cccc(CN(CC(=O)NCC2CCCO2)C(=O)CNS(=O)(=O)c2ccccc2)c1 (stereo unspecified) | 24 | 1 | -1.5 | -3 | -1 | -3 | -2 | -1.0 | 0 | -1
CCCOc1ccc(-c2c(C(=O)N/N=C/c3cccs3)nnn2-c2nonc2N)cc1 | 4 | 13 | -2.0 | -4 | . | -1 | 5 | -0.8 | 0 | 1
O=C(CCCn1cc([N+](=O)[O-])cn1)NC1CCCCCC1 | 2 | -2 | -1.8 | -3 | -1 | -9 | 1 | -2.4 | 8 | 1
CCOc1ccc(NC(=O)COC(=O)c2c(OC)cccc2OC)cc1 | 2 | 0 | 0.1 | 0 | . | -18 | -1 | -1.7 | 0 | -2
C(=N\Nc1ccccn1)/c1ccc2c(c1)OCCO2 | 6 | 77 | -0.3 | 3 | 9 | -4 | 1 | 2.2 | 4 | 0
O=C(c1ccccn1)N1CCN(S(=O)(=O)c2ccc(F)cc2)CC1 | -12 | 2 | -1.2 | 0 | 0 | -4 | 2 | 0.7 | 4 | 1
O=C(Cc1ccccc1)c1ccc(O)cc1 | 1 | 38 | -1.1 | . | -1 | -3 | 0 | 0.0 | -5 | -3
